CR mimetic SO: yeast age-related superoxide inhibition as caloric restriction mimetic; S. cerevisiae aged cells, superoxide DHE fluorescence; hits give low values; superoxide response (% of plate mean), % at 10 µM; 330,000 compounds, 0.18% hits; AID 2690;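 active = superoxide response under a set limit, about three screen SD below normal, cut at about 65% in these data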;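 note: yeast aged for seven days with compound at 30 °C before DHE staining; 100% = average MFI of all compound-treated wells on the plate with controls excluded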
TPT1 inhibitor: inhibitors of Candida albicans tRNA 2'-phosphotransferase TPT1. recombinant caTPT1, FP RNA substrate dephosphorylation. 300,000 compounds, 0.81% hits. inhibition, % at 5 µM;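 active = inhibition above the mean of all tested compounds plus 3 SD, set per screening campaign, cut at about 24% in these data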;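 note: plate controls were DMSO alone for no effect and ferristatin control at 100 nM for full effect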
GASC-1 inh: human JMJD2C demethylase inhibition; Q9H3R0; GST-JMJD2C(1-420) H3K9me3 demethylation, DELFIA europium; inhibition, % at 2.35 µM; 330,000 compounds, 0.069% hits;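 active = more than half of a compound's replicate wells show inhibition beyond 50%, single wells judged on their own value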;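 note: signal counts dimethyl H3K9 product captured on neutravidin plate; 0% = median of DMSO wells and 100% = 0.3 times that DMSO median; strong numbers were not always called active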
ZTA DNA inh: ZTA (EBV) inhibition in EBNA-1 counter-screen. ZTA-DNA binding, fluorescence polarization. P03206. 320,000 compounds, 0.15% hits. inhibition, % at 11 µM; in the data active = inhibition above about 33%
Target sequence (P03206 whole entry, looked up): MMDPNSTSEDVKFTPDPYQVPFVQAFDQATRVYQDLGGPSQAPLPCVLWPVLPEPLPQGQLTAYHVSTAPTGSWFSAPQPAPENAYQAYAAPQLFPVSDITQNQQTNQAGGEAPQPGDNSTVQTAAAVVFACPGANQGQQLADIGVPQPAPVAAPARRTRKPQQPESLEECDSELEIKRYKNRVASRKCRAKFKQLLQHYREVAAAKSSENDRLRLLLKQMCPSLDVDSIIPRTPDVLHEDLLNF
core dimer inh: HCV core protein dimerization inhibition; TR-FRET GST/Flag-core106 dimerization, 1536-well; inhibition, % at 5 µM; 300,000 compounds, 0.33% hits;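 active = inhibition above the mean of all tested compounds plus 3 SD, set per screening campaign, cut at about 45% in these data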
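Assay system: tagged HCV core106 pair (GST and Flag); medium: KF-containing HEPES buffer, pH 7.45, DTT, CHAPS, BSA; also added: Eu donor and XL665 acceptor anti-tag antibodies; dosing: 5 µM single dose; timing: compound-protein-antibody incubation 4 h at 22.5 °C; signal: TR-FRET 671 and 617 nm emission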
Fh CTSL1 inh: blocks F. hepatica cathepsin L1 in PFM18AAP counter-screen; inhibition, % at 5.96 µM; recombinant F. hepatica cathepsin L1, Z-Leu-Arg-MCA fluorescence; 300,000 compounds, 0.49% hits;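 active = inhibition above the mean of all tested compounds plus 3 SD, set per screening campaign, cut at about 17% in these data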;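 note: 0% = plate median of test compound wells and 100% = 1 µM Z-Phe-Ala-diazomethylketone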
PP1 counter: blocks human PP1-alpha phosphatase, a PP5 counter-screen | 320,000 compounds, 0.9% hits | inhibition, % at 6.7 µM | P62136 | purified PP1alpha, OMFP fluorescence;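 active = inhibition above the mean inhibition of all tested compounds plus 3 SD, computed separately for each screening campaign, cut at about 15% in these data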
Target sequence (P62136 whole entry, looked up): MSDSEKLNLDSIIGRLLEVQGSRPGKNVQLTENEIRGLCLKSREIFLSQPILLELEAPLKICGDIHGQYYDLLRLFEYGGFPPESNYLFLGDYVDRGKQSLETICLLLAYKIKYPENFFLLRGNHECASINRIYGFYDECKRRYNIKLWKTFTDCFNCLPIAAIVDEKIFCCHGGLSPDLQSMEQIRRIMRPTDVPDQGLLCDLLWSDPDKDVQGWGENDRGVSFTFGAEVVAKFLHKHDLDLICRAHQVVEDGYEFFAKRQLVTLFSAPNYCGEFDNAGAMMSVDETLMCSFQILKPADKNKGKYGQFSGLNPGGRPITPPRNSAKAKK
EBNA-1 inh: blocks EBNA-1 binding to DNA; EBNA-1 DNA binding, fluorescence polarization; inhibition, % at 14.8 µM; 300,000 compounds, 0.34% hits; AID 1950; in the data active = inhibition above about 28%
PP5 primary: PP5 (human) phosphatase inhibition | AID 1987 | inhibition, % at 6.7 µM | purified PP5c, OMFP substrate fluorescence | P53041 | 320,000 compounds, 0.18% hits;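 active = inhibition above the campaign's mean inhibition across all tested compounds plus 3 SD, cut at about 9.5% in these data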;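 note: 0% = DMSO only and 100% = 100 µM cantharidin control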
Target sequence (P53041 whole entry, looked up): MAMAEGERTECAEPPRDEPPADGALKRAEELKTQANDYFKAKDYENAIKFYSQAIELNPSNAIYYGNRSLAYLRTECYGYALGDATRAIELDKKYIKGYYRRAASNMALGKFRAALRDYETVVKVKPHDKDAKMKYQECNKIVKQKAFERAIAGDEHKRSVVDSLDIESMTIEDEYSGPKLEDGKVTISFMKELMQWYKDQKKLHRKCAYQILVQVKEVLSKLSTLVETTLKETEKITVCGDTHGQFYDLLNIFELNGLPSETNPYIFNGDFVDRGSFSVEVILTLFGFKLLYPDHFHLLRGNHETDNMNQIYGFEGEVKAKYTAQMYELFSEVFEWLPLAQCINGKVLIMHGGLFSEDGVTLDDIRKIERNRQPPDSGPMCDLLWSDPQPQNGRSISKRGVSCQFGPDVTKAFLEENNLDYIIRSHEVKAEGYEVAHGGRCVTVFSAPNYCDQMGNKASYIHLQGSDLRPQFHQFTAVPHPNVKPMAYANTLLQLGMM
* hit, by the source's call; i = inactive; / = no result given.

canonical_smiles | CR mimetic SO | TPT1 inhibitor | GASC-1 inh | ZTA DNA inh | core dimer inh | Fh CTSL1 inh | PP1 counter | EBNA-1 inh | PP5 primary
Nc1ccn(Cc2ccccc2)n1 | 110 | 0 | 9 | -1 | -2 | -6 | -2 | -1 | -2.2
CCC(C)NC(=O)CSc1nc2c(sc3ccccc32)c(=O)n1CCCN1CCOCC1 (configuration not stated) | 98 | -1 | 3 | 3 | 0 | 4 | -3 | 1 | 2.1
CC(=O)Nc1ccc(C(=O)N/C(=C\c2ccccc2)C(=O)Nc2cccc(C(=O)O)c2)cc1 | 110 | -6 | -15 | 15 | -1 | 4 | 1 | 2 | -2.4
COc1cccc(NC(=O)CN(C)S(=O)(=O)/C=C/c2ccccc2)c1 | 96 | / | 7 | 0 | / | / | 0 | / | 0.6
COc1ccccc1NC(=O)c1ccc(N2CC3CC(C2)c2cccc(=O)n2C3)c(NC(=O)c2ccncc2)c1 (configuration not stated) | 87 | 0 | -4 | 15 | 7 | -2 | -1 | 7 | -0.5
COc1ccc(N(CC(=O)Nc2ccc3c(c2)OCO3)S(=O)(=O)c2ccccc2)cc1OC | 109 | -5 | 5 | -7 | 0 | 1 | 1 | -1 | 0.3
Cc1cc(C)n2nc(C(=O)Nc3ccc4c(c3)CCC4)nc2n1 | 109 | 2 | 1 | -2 | -4 | -3 | 4 | 6 | -0.9
Cc1cccc(NC(=O)CN2C(=O)COc3ccc(Cl)cc32)c1C | 106 | 2 | -6 | 3 | 2 | 3 | -2 | 8 | 0.4
CSc1nnc(C)c(=O)n1COC(=O)COc1ccccc1C | 92 | 0 | 0 | -3 | 2 | -15 | -1 | 16 | -1.0
O=C(Cn1cnc2ccccc21)N/N=C/c1cccc([N+](=O)[O-])c1 | 98 | 36* | 3 | -14 | -5 | 4 | -7 | -9 | -0.8
CC1CCC(NC(=O)c2cc(S(=O)(=O)N3CCCCC3)ccc2N2CCOCC2)CC1 (configuration not stated) | 87 | / | 8 | -5 | / | / | -1 | / | 0.7
c1ccc(-n2ncc3c(NCCCN4CCOCC4)ncnc32)cc1 | 102 | 2 | -6 | 0 | 0 | 1 | 0 | 6 | 1.8
O=C(O)c1ccc2c(=O)n3c(nc2c1)/C(=C/c1ccc(Cl)c([N+](=O)[O-])c1)CC3 | 107 | 3 | -6 | 5 | 0 | 0 | -1 | 2 | 1.2
O=C1CN(C(=O)CSc2nnc(-c3ccccc3)n2Cc2ccc3c(c2)OCO3)c2ccccc2N1 | 109 | 1 | -1 | -12 | 1 | 6 | 1 | -14 | -3.0
Clc1ccccc1N1CCN(Cc2ccco2)CC1 | 101 | 4 | 7 | -2 | 0 | 1 | -2 | -12 | 0.1
Cc1cc[n+](CC(=O)c2ccc3c(c2)OCCO3)cc1 | 99 | -1 | 3 | 11 | -3 | -2 | 7 | -4 | -1.4
CN(C)CCCNc1oc(/C=C/c2ccccc2)nc1C#N | 94 | 5 | 8 | 17 | 0 | 6 | 2 | 1 | -0.7
CO/N=C/C=C1/N(C)c2ccccc2C1(C)C | 93 | 0 | 1 | -18 | -9 | 6 | 0 | 8 | 0.1
O=C(CN1CCC(n2nnc3cc(F)ccc32)CC1)NNC(=O)c1ccccc1 | 98 | 2 | 7 | 0 | 1 | 0 | -3 | 4 | 0.6
O=C(COc1nsnc1N1CCOCC1)N/N=C/c1ccccc1O | 109 | -4 | -3 | -6 | -8 | -5 | 0 | -1 | 1.8
COc1cc(OC)cc(C(=O)NCCNc2nc3cc(C)cc(C)c3cc2C#N)c1 | 100 | 1 | -17 | -1 | 6 | 11 | 5 | -2 | 2.5
CCOC(=O)C(NC(C)=O)(Nc1ccc(S(=O)(=O)Nc2nccs2)cc1)C(F)(F)F (configuration not stated) | 106 | -9 | -1 | -3 | -8 | -4 | -5 | 3 | 0.6
Cc1cnc(C(=O)N2CCN(c3ccc(C(F)(F)F)cn3)CC2)cn1 | 91 | 1 | 3 | -15 | 0 | -7 | -3 | -11 | 1.4
Fc1ccccc1Cc1noc(CN2CCCC(CN3CCOCC3)C2)n1 (configuration not stated) | 93 | 1 | -4 | 10 | -3 | -4 | -5 | 1 | 0.3
CCc1c(C)nc2cc(-c3ccc(Cl)cc3)[nH]n2c1=O | 92 | -4 | -4 | 4 | -12 | -1 | 4 | 9 | -0.7
O=C(CCCN1C(=O)c2ccccc2C1=O)NC1CCCCCC1 | 105 | -1 | 0 | 5 | 1 | -1 | 0 | -7 | 1.4
CCCOc1ccccc1N/C(=N\S(=O)(=O)c1ccc(C)cc1)Nc1nc(C)cc(C)n1 | 98 | 2 | 3 | -12 | 5 | -1 | -1 | -22 | 2.8
O=C(CSc1nnc2ccccn12)NNC(=O)c1ccc(Br)cc1 | 93 | 1 | -13 | -8 | 0 | -5 | 0 | 7 | -2.0
COc1ccc([C@H]2[C@H]3C=CC[C@@H](C)[C@@H]3C(=O)N2Cc2ccccc2)cc1Cl | 95 | -3 | 6 | -1 | 9 | 2 | 3 | 1 | 4.0
COC(=O)CCN(C(=O)c1ccc(C)c([N+](=O)[O-])c1)c1ccccn1 | 96 | -3 | -4 | -12 | 0 | 1 | -2 | -1 | -0.3
COc1ccc(N2CCN(C(=O)CCNC(=O)c3ccc(C(C)(C)C)cc3)CC2)cc1 | 103 | -4 | 4 | 4 | 0 | 1 | 1 | 10 | -1.1
COC(=O)[C@@H]1C[C@@]2(O)[C@@H](O)[C@@H](O)[C@@H](O)C[C@H]2N1C/C=C/c1ccccc1 | 97 | 2 | -37 | -1 | -5 | -2 | -2 | 11 | -0.5
CNc1ncc(C(=O)c2ccc(-c3ccccc3)cc2)s1 | 87 | 3 | 2 | 11 | 11 | -4 | -1 | -7 | 0.1
O=C1c2ccccc2C(=O)N1CCSC(=S)N1CCOCC1 | 109 | 2 | -3 | 10 | -2 | -1 | 1 | 0 | 2.2
COC(=O)c1ccc(NC(=O)c2cccc(Cl)c2)o1 | 104 | -2 | -5 | -4 | 2 | 8 | -3 | -7 | 0.8
CC(C)C(=O)NC(=S)Nc1ccc(S(=O)(=O)Nc2nccs2)cc1 | 102 | -3 | -15 | -8 | -3 | 0 | -1 | -1 | -1.2
CC(NC(=O)COc1ccccc1-c1ccccc1)c1ccccc1 (configuration not stated) | 103 | 1 | 6 | 31 | 10 | 5 | -1 | -10 | 3.3
Nc1n[nH]c2cc(=O)n(-c3ccc(Cl)cc3)nc12 | 85 | -9 | 3 | -15 | 17 | 1 | 3 | 6 | 2.1
CCC(=O)Nc1ccc(S(=O)(=O)Nc2ccccn2)cc1 | 102 | -5 | -5 | -3 | 0 | -2 | -3 | 8 | 1.2
COc1ccc(N(CC(=O)N2CCN(C)CC2)S(=O)(=O)c2cc(C)ccc2OC)cc1Cl | 98 | -3 | 8 | 4 | 1 | -3 | 0 | 1 | -0.4
O=C(NC1CCCCC1)c1cc(-c2cccc(Cl)c2)on1 | 98 | -2 | 15 | -9 | -2 | 2 | 1 | -7 | 1.2
CC(C)(C)n1nc(Cc2cccc3ccccc23)c(C#N)c1N | 111 | -3 | 0 | -16 | -4 | -1 | 2 | -2 | 6.5
CCNC(=O)C1Cc2cc(S(=O)(=O)N3CCCC3)ccc2N1C(C)=O (configuration not stated) | 85 | -1 | -16 | 3 | 1 | -3 | -2 | -2 | -1.0
O=C(CN1CCN(c2ccc(F)cc2)CC1)N1CCC(Cc2ccccc2)CC1 | 117 | -3 | i | 8 | 4 | 9 | 0 | 9 | 5.5
c1ccc2c(c1)OCCOCCOCCOCCOc1ccccc1OCCOCCOCCO2 | 101 | 1 | -4 | -18 | -11 | -3 | 2 | -6 | -0.2
CC(C(=O)NC1CCCCC1)N(Cc1ccc(F)cc1)C(=O)c1snc(C(N)=O)c1N (configuration not stated) | 96 | -2 | 2 | 6 | 5 | 3 | -2 | 4 | 0.9
CC(C)c1ccc(S(=O)(=O)N2CCN(CC(=O)c3ccc(O)c(O)c3)CC2)cc1 | 108 | -4 | 6 | 4 | -17 | 0 | 2 | 12 | 2.8
O=C(NCCN1CCOCC1)c1ccc2c(c1)N(Cc1cccc(F)c1)C(=O)c1ccccc1S2 | 112 | -4 | -9 | 3 | 0 | 0 | -5 | 2 | 2.3

Rewritten with values under each structure: part of the list above
Every second line gives: CR mimetic SO | TPT1 inhibitor | GASC-1 inh | ZTA DNA inh | core dimer inh | Fh CTSL1 inh | PP1 counter | EBNA-1 inh | PP5 primary
- Nc1n[nH]c2cc(=O)n(-c3ccc(Cl)cc3)nc12
 : 85 | -9 | 3 | -15 | 17 | 1 | 3 | 6 | 2.1
- CCC(=O)Nc1ccc(S(=O)(=O)Nc2ccccn2)cc1
 : 102 | -5 | -5 | -3 | 0 | -2 | -3 | 8 | 1.2
- COc1ccc(N(CC(=O)N2CCN(C)CC2)S(=O)(=O)c2cc(C)ccc2OC)cc1Cl
 : 98 | -3 | 8 | 4 | 1 | -3 | 0 | 1 | -0.4
- O=C(NC1CCCCC1)c1cc(-c2cccc(Cl)c2)on1
 : 98 | -2 | 15 | -9 | -2 | 2 | 1 | -7 | 1.2
- CC(C)(C)n1nc(Cc2cccc3ccccc23)c(C#N)c1N
 : 111 | -3 | 0 | -16 | -4 | -1 | 2 | -2 | 6.5
- CCNC(=O)C1Cc2cc(S(=O)(=O)N3CCCC3)ccc2N1C(C)=O (configuration not stated)
 : 85 | -1 | -16 | 3 | 1 | -3 | -2 | -2 | -1.0
- O=C(CN1CCN(c2ccc(F)cc2)CC1)N1CCC(Cc2ccccc2)CC1
 : 117 | -3 | i | 8 | 4 | 9 | 0 | 9 | 5.5
- c1ccc2c(c1)OCCOCCOCCOCCOc1ccccc1OCCOCCOCCO2
 : 101 | 1 | -4 | -18 | -11 | -3 | 2 | -6 | -0.2
- CC(C(=O)NC1CCCCC1)N(Cc1ccc(F)cc1)C(=O)c1snc(C(N)=O)c1N (configuration not stated)
 : 96 | -2 | 2 | 6 | 5 | 3 | -2 | 4 | 0.9
- CC(C)c1ccc(S(=O)(=O)N2CCN(CC(=O)c3ccc(O)c(O)c3)CC2)cc1
 : 108 | -4 | 6 | 4 | -17 | 0 | 2 | 12 | 2.8
- O=C(NCCN1CCOCC1)c1ccc2c(c1)N(Cc1cccc(F)c1)C(=O)c1ccccc1S2
 : 112 | -4 | -9 | 3 | 0 | 0 | -5 | 2 | 2.3

Later entries
canonical_smiles | CR mimetic SO | TPT1 inhibitor | GASC-1 inh | ZTA DNA inh | core dimer inh | Fh CTSL1 inh | PP1 counter | EBNA-1 inh | PP5 primary
CCn1c(SCC(=O)NCc2ccco2)nnc1-c1ccncc1 | 91 | 1 | 10 | 0 | 4 | -5 | -1 | 6 | -0.4
O=C(CCC(=O)N1CCN(Cc2ccc(F)cc2)CC1)Nc1nnc(C(F)(F)F)s1 | 108 | -12 | -2 | -2 | 0 | 0 | -4 | 1 | -2.1
COC(=O)C1CCN(C(=O)COC(=O)CC(NC(N)=O)c2ccc(Cl)cc2)CC1 (configuration not stated) | 97 | -5 | -3 | 14 | -4 | -10 | 1 | 6 | 1.7
O=C(CNC1CCCCC1)Nc1ccc([N+](=O)[O-])cc1C(=O)Nc1ccccc1F | 105 | -1 | 5 | -1 | 5 | -2 | -8 | -7 | 0.4
CCc1c(C)sc(NC(=O)C2CCCCC2C(=O)O)c1C(N)=O (configuration not stated) | 115 | -1 | -2 | -3 | 1 | -7 | -1 | 6 | 0.1
